H9c2 TAG inh: inhibitors of triacylglycerol accumulation, primary screen, cell-based, uHTS, fluorescence, H9c2. H9c2 cells, Nile Red lipid (TAG) fluorescence; cells loaded with 200 µM oleic acid. inhibition, % at 12.5 µM. 230,000 compounds, 0.66% hits. AID 651582, 2012;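 active = pattern-corrected inhibition of lipid staining of at least 50% with the nuclear-stain viability signal not falling by more than 50%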;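 also: 0% = DMSO wells and 100% = triacsin C control wells; some results filed as inactive read as strong as hits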
H9c2 TAG inh DAPI viability: further read-out of H9c2 TAG inh, marked with its call; DAPI nuclei signal change (viability), lower = more cytotoxic, %;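 whole-well DAPI fluorescence read on a plate reader as a viability signal; minus 50 percent equals half of cells still viable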
Starred values were filed as active, the others as inactive.

| nr | SMILES | H9c2 TAG inh DAPI viability | H9c2 TAG inh |
| --- | --- | --- | --- |
| 1 | O=C(Cc1ccccc1[N+](=O)[O-])NCCc1ccc(F)cc1 | -4 | -2 |
| 2 | CCOc1ccc(-n2cc(C(=O)c3cc(Cl)ccc3O)cc(C#N)c2=O)cc1 | -2 | 4 |
| 3 | CCCOc1ccc(CCc2n[nH]c(=S)n2Cc2ccccc2)cc1 | 5 | 19 |
| 4 | C=C(C)Cn1c(SCC(=O)O)nnc1-c1ccc(C(C)(C)C)cc1 | 0 | -7 |
| 5 | CC(CN1CCOCC1)OC(=O)c1ccccc1Br (stereo not given) | -8 | -5 |
| 6 | CCOC(=O)c1cnn(-c2ccccc2)c1NC(=O)CN1CCOCC1 | -10 | 5 |
| 7 | N#C/C(=C\c1ccc([N+](=O)[O-])cc1)c1ccccn1 | -10 | -3 |
| 8 | O=C1CCCN1CCCNC(=S)Nc1ccc(F)c(Cl)c1 | -8 | 4 |
| 9 | COC(=O)C1=CO[C@@H](O)C2C(CO)=CCC12 (stereo not given in full) | -3 | 10 |
| 10 | O=C(NCc1cccc(Cl)c1)c1cccc2c(-c3cccnc3)coc12 | 4 | -28 |

Structures listed so far that contain sulfur, in the order listed:
| nr | SMILES | H9c2 TAG inh DAPI viability | H9c2 TAG inh |
| --- | --- | --- | --- |
| 3 | CCCOc1ccc(CCc2n[nH]c(=S)n2Cc2ccccc2)cc1 | 5 | 19 |
| 4 | C=C(C)Cn1c(SCC(=O)O)nnc1-c1ccc(C(C)(C)C)cc1 | 0 | -7 |
| 8 | O=C1CCCN1CCCNC(=S)Nc1ccc(F)c(Cl)c1 | -8 | 4 |

Some of the entries so far, screen by screen:
3. CCCOc1ccc(CCc2n[nH]c(=S)n2Cc2ccccc2)cc1
4. C=C(C)Cn1c(SCC(=O)O)nnc1-c1ccc(C(C)(C)C)cc1
5. CC(CN1CCOCC1)OC(=O)c1ccccc1Br (stereo not given)
6. CCOC(=O)c1cnn(-c2ccccc2)c1NC(=O)CN1CCOCC1
7. N#C/C(=C\c1ccc([N+](=O)[O-])cc1)c1ccccn1
8. O=C1CCCN1CCCNC(=S)Nc1ccc(F)c(Cl)c1
9. COC(=O)C1=CO[C@@H](O)C2C(CO)=CCC12 (stereo not given in full)

| assay / entry | 3 | 4 | 5 | 6 | 7 | 8 | 9 |
| --- | --- | --- | --- | --- | --- | --- | --- |
| H9c2 TAG inh DAPI viability | 5 | 0 | -8 | -10 | -10 | -8 | -3 |
| H9c2 TAG inh | 19 | -7 | -5 | 5 | -3 | 4 | 10 |

Record cards, as listed above:
O=C1CCCN1CCCNC(=S)Nc1ccc(F)c(Cl)c1 is entered as H9c2 TAG inh DAPI viability: -8; H9c2 TAG inh: 4
O=C(NCc1cccc(Cl)c1)c1cccc2c(-c3cccnc3)coc12 is entered as H9c2 TAG inh DAPI viability: 4; H9c2 TAG inh: -28
C=C(C)Cn1c(SCC(=O)O)nnc1-c1ccc(C(C)(C)C)cc1 is entered as H9c2 TAG inh DAPI viability: 0; H9c2 TAG inh: -7

(cont.)
| nr | SMILES | H9c2 TAG inh DAPI viability | H9c2 TAG inh |
| --- | --- | --- | --- |
| 11 | Cn1cnc(C(=O)N2CCc3ccccc3C2)c1C(=O)N1CCc2ccccc2C1 | 1 | -37 |
| 12 | Cn1nc(-c2ccc(Cl)cc2)c2cc(C(=O)NCc3ccco3)sc21 | 0 | 46 |
| 13 | COc1ccc(NC(=O)CN(C)C(=O)c2oc3ccccc3c2C)cc1 | -6 | 0 |
| 14 | Cc1ccn2cc(C(=O)NCc3ccco3)nc2c1 | -3 | 8 |
| 15 | CCCN1C(=O)C(=O)c2cc(C)ccc21 | -21 | 7 |
| 16 | S=C1NCCN1CC1CCN(CCCC2CCCC2)CC1 | 4 | 4 |
| 17 | CCN(CC(=O)NC1CCS(=O)(=O)C1)c1nc(-c2cccnc2)nc2ccccc12 (stereo not given) | 1 | -2 |
| 18 | O=C(Cn1c(=O)sc2ccccc21)Nc1ccc2c(c1)OCCO2 | 6 | -17 |
| 19 | N#Cc1c(N)nc2c(c1-c1ccc3c(c1)OCO3)CCCCCC2 | -5 | 10 |
| 20 | C[C@@H](CN=[N+]=[N-])CN1CC[C@H](O)CCC1=O | 3 | 2 |
| 21 | CC1CN(CCCCOc2cccc(Oc3ccccc3)c2)CC(C)O1 (stereo not given) | 23 | -11 |
| 22 | COc1ccc(C(=O)NCCc2nnc(SCC(=O)Nc3ccccc3F)n2C)cc1 | -16 | 3 |
| 23 | CCc1nc2c(OCc3cc(Cl)cc(Cl)c3)cccn2c1N(C=O)Cc1ccccc1 | -7 | 8 |
| 24 | CC(=O)c1ccc(S(=O)(=O)Nc2ccc(-n3c(C)nc4ccccc4c3=O)cc2)cc1 | 4 | -20 |
| 25 | Cc1ccc(OCc2nnc(SCC(=O)C(C)(C)C)n2Cc2ccco2)cc1 | 20 | 6 |
| 26 | Cc1cccc(NC(=O)c2cccc(N3C(=O)C4CCC(C)CC4C3=O)c2)c1C (stereo not given) | -2 | -13 |
| 27 | Cc1cc(NC(=O)COC(=O)/C=C/c2ccc(C)o2)no1 | -3 | 6 |
| 28 | COc1cccc(C(=O)NCCS(=O)(=O)NCCCc2ccccc2)c1 | -3 | 2 |
| 29 | COC(=O)c1nn(-c2ccc(Cl)cc2)c(=O)cc1Sc1ccccn1 | 10 | -4 |
| 30 | CC(=O)n1cc([C@H]2C=C(C(=O)Nc3ccccc3)O[C@@H](OCc3ccc(CO)cc3)C2)c2ccccc21 | -2 | -78 |
| 31 | O=C(O)c1c[nH]c2ccc([N+](=O)[O-])cc2c1=O | 0 | 12 |
| 32 | O=C(CCCc1ccccc1)Nc1cccc(C(=O)O)c1 | 13 | -5 |
| 33 | O=C1C(=Cc2cccc(O)c2O)SC(=S)N1CCCN1CCOCC1 | 2 | -10 |
| 34 | CN(C(=O)CSc1cccc[n+]1[O-])c1ccccc1 | 5 | -33 |
| 35 | CCOc1nc(-c2ccc(Cl)cc2Cl)ccc1C#N | 5 | -13 |
| 36 | Cc1c(C(=O)NCCC2=CCCCC2)oc2ccc(S(=O)(=O)N3CCOCC3)cc12 | -5 | 19 |
| 37 | O=c1[nH]c2nc(Br)[nH]c(=O)c2[nH]1 | 6 | -8 |
| 38 | COc1ccc(CNc2nc3nc(C)c(Cl)c(=O)n3[nH]2)cc1OC | -9 | 1 |
| 39 | CC(C)Oc1ccc(CN2CCC2(C)C(=O)NCc2ccc(C(F)(F)F)cc2)cc1 (stereo not given) | 1 | -18 |
| 40 | O=C(NCCc1ccc2c(c1)OCCO2)c1cccc(F)c1 | 2 | -18 |

An excerpt from above in order of molar mass, rising.
| nr | SMILES | H9c2 TAG inh DAPI viability | H9c2 TAG inh |
| --- | --- | --- | --- |
| 15 | CCCN1C(=O)C(=O)c2cc(C)ccc21 | -21 | 7 |
| 18 | O=C(Cn1c(=O)sc2ccccc21)Nc1ccc2c(c1)OCCO2 | 6 | -17 |
| 26 | Cc1cccc(NC(=O)c2cccc(N3C(=O)C4CCC(C)CC4C3=O)c2)c1C (stereo not given) | -2 | -13 |
| 11 | Cn1cnc(C(=O)N2CCc3ccccc3C2)c1C(=O)N1CCc2ccccc2C1 | 1 | -37 |

(continued)
| nr | SMILES | H9c2 TAG inh DAPI viability | H9c2 TAG inh |
| --- | --- | --- | --- |
| 41 | O=C(CCOc1ccccc1)Nc1ccnn1C1CCN(Cc2ccccc2)CC1 | 11 | -11 |
| 42 | CCN(c1ccccc1)S(=O)(=O)c1cc2c(cc1C)NC(=O)CO2 | -10 | -31 |
| 43 | Cc1cc(C(=O)COC(=O)CC(NC(N)=O)c2ccc(Cl)cc2)c(C)n1C (stereo not given) | 8 | -13 |
| 44 | CC(Cl)C(=O)NN=C(c1ccccc1)c1ccccc1 (stereo not given) | 3 | 1 |
| 45 | CCCC12CN3CC(C)(CN(C1)C3c1cccs1)C2=O (stereo not given) | 5 | -4 |
| 46 | CCOc1ccc(CCNc2ccc3nnc(-c4ccccc4)n3n2)cc1OCC | -4 | 22 |
| 47 | C=CCN1C(=O)/C(=C\c2ccc(C)cc2)N=C1SCC(=O)NCCC | 7 | -5 |
| 48 | O=C(Cc1ccccc1)Nc1ccc(N2CCOCC2)cc1 | 5 | 0 |
| 49 | CC(C)Cc1nnc(NS(=O)(=O)c2ccc(Cl)cc2)s1 | -1 | 2 |
| 50 | Cc1cc(C)n2nc(/C(C#N)=C/c3ccccc3)c(C#N)c2n1 | 21 | -20 |
| 51 | COC(=O)c1cc(C(=O)OCC(=O)c2ccc3c(c2)NC(=O)CO3)cc([N+](=O)[O-])c1 | 0 | 11 |
| 52 | O=S1(=O)CC(O)C(N2CCCCC2)C1 (stereo not given) | 1 | 1 |
| 53 | CCN(CC(=O)Nc1c(F)cccc1F)C(=O)CCOc1ccc(C)cc1 | -3 | 1 |
| 54 | CC(C)[C@H](NS(=O)(=O)c1ccc(Cl)cc1)C(=O)OCC(=O)c1c(N)n(C)c(=O)n(C)c1=O | 3 | 13 |
| 55 | Cc1ccc(-c2csc3nc(SCC(N)=O)n(Cc4ccccc4)c(=O)c23)cc1 | 8 | 11 |
| 56 | COc1ccccc1C(=O)NC(=O)COc1cc(Cl)ccc1Cl | 1 | -8 |
| 57 | Cc1cc(C(F)(F)F)c(C#N)c(SCC(=O)Nc2nc3ccccc3s2)n1 | 24 | -20 |
| 58 | CC1=NN(C(N)=S)C(=O)C1N=Nc1ccc(Cl)cc1 (stereo not given) | -8 | 2 |
| 59 | CC1=C(C(=O)OC(C)C)C(c2cccc(F)c2)n2ncnc2N1 (stereo not given) | -3 | -4 |
| 60 | CCc1ccc(C(=O)N2CCCN(C)CC2)s1 | -1 | 5 |
| 61 | O=C(OCC(=O)N1CCCCC1)c1cccc(NS(=O)(=O)c2ccccc2)c1 | 2 | 11 |
| 62 | COc1ccc2c(=O)cc(-c3ccncc3)oc2c1OC | -7 | 3 |
| 63 | CCOC(=O)C(NCc1ccc2c(c1)OCO2)(NC(=O)c1ccccc1)C(F)(F)F (stereo not given) | 21 | -50 |
| 64 | CCc1nnc(SCC(=O)Nc2ccccc2Cl)nc1CC | 1 | 2 |
| 65 | O=C(ONC(=O)C1CCCCC1C(=O)NOC(=O)c1ccccc1)c1ccccc1 (stereo not given) | 5 | 1 |
| 66 | O=C(COC(=O)c1cccc(O)c1)NC(=O)Cc1ccccc1 | 1 | -11 |
| 67 | CCCN1CCC(=O)N([C@H](CSc2ccc(OC)cc2)c2ccccc2)CC1 | 8 | -10 |
| 68 | CCOC(=O)N1CCN(C(=O)C(=O)c2cn(CC(=O)N3CCCCCC3)c3ccccc23)CC1 | -3 | 22 |
| 69 | O=C(NCc1ccc(Cl)cc1)C(=O)N/N=C/c1ccc(Br)cc1 | -7 | -2 |
| 70 | O=C(CCl)N1CCN(C(=O)C2COc3ccccc3O2)CC1 (stereo not given) | -9 | 21 |
| 71 | Cc1c(C(=O)N2CCC[C@H]2C(N)=O)oc2c(F)cccc12 | -5 | 4 |
| 72 | N#Cc1ccccc1S(=O)(=O)N1CCN(CC(=O)Nc2ccnn2C2CCCC2)CC1 | 8 | -13 |
| 73 | COc1ccc(/C=C/C(=O)N/C(=C\c2ccco2)C(=O)NCCc2nc3ccccc3[nH]2)cc1 | 5 | 5 |
| 74 | CCc1ccc(OCCCC(=O)Nc2cccc(C(=O)O)c2)cc1 | 7 | -11 |
| 75 | O=C(CN1C(=O)COc2ccc(S(=O)(=O)N3CCCC3)cc21)NC1CC1 | 2 | 4 |
| 76 | O=C(Cc1ccccn1)c1ccncc1 | 2 | -1 |
| 77 | O=C(NC1CCCCC1)C(c1ccc(F)cc1)N(Cc1ccco1)C(=O)c1ccccn1 (stereo not given) | -7 | 10 |
| 78 | COC(=O)C1CCc2c(ccc3c2CCCC3)C1=O (stereo not given) | 16 | -1 |
| 79 | CCN1CCN(CCc2nc3cc([N+](=O)[O-])ccc3n2C)CC1 | -2 | 4 |
| 80 | O=C(CNS(=O)(=O)c1cccc2nonc12)NCc1ccc(F)cc1 | -2 | -5 |
| 81 | O=C(Nc1nnc(SCc2cccnc2)s1)C1CC(=O)N(c2ccc(F)cc2)C1 (stereo not given) | 2 | 10 |
| 82 | COc1ccc(C(=O)C2CCCN(C(=O)c3ccc(OC)o3)C2)c(C)c1 (stereo not given) | -5 | 14 |
| 83 | O=c1[nH]c2c(=O)[nH]cnc2nc1-c1ccccc1 | 5 | -6 |
| 84 | COc1ccc(CCNC(=O)C2CC3Cn4c(nc5cc(Cl)c(Cl)cc54)C3N2C)cc1 (stereo not given) | 0 | -12 |
| 85 | CC(C)c1cc(=O)[nH]c(SCC(=O)NC2CCCC2)n1 | 1 | 9 |
| 86 | CCN1CCN(CCCN(Cc2ccco2)C(=S)Nc2cc(Cl)ccc2C)CC1 | 2 | 0 |
| 87 | N#CC1(c2ccc(NC(=O)c3ccccc3)cc2)CCCC1 | 8 | 4 |
| 88 | O=C(CN1CCSC1=O)N1CCN(S(=O)(=O)c2ccc(Cl)cc2)CC1 | 1 | -11 |
| 89 | O=C(NC(=S)NCCO)c1cn(-c2ccccc2)nc1-c1ccccc1 | 7 | -2 |
| 90 | CC1CC/C(=C\c2ccc3c(c2)OCO3)C(=O)/C1=C/c1ccc2c(c1)OCO2 (stereo not given) | -1 | -167 |

Carrying on:
| nr | SMILES | H9c2 TAG inh DAPI viability | H9c2 TAG inh |
| --- | --- | --- | --- |
| 91 | CC(C)(C)C(=O)NC(NC(=S)Nc1sc2c(c1C#N)CCCC2)C(Cl)(Cl)Cl (stereo not given) | 3 | 16 |
| 92 | COc1ccc(C(N)c2csc(Nc3ccc(C(=O)c4ccccc4)cc3)n2)cc1 (stereo not given) | 25 | 17 |
| 93 | Cc1ccc(N2CN(S(=O)(=O)c3cccc([N+](=O)[O-])c3)c3nc4ccccc4nc32)cc1 | 6 | 18 |
| 94 | COc1ccc(/C=N/NC(=O)c2ccncc2)c(C(=O)O)c1OC | -7 | 8 |
| 95 | CCc1noc(C)c1C(=O)N(CC)CC(=O)Nc1cc(Cl)ccc1C | -1 | -9 |
| 96 | Cc1nc(SCC2(C)CC2(Cl)Cl)n[nH]1 (stereo not given) | -2 | 8 |

Screening data as filed in PubChem BioAssay.

Only part of the results is shown (hit frequency here may not be typical).
